Screening results from PubChem.
rad50: NCI yeast anticancer drug screen, S. cerevisiae rad50 strain. 10% of 79,000 active. AID 155. % growth inhibition at 50 µM;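 note: 0% = growth of vehicle-only cultures of the same strain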
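Readout: growth inhibition relative to vehicle-treated cultures. Compound exposure was carried out in a genetically defined yeast strain deficient in DNA damage repair.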
yeast mlh1 rad18: NCI yeast anticancer drug screen, S. cerevisiae mlh1 rad18 strain. % growth inhibition at 50 µM. AID 175. 11% of 79,000 active;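 note: 0% = growth of vehicle-only cultures of the same strain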
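Read-out is yeast growth inhibition, calculated against vehicle-only controls. The compound was applied to a strain engineered with DNA damage repair alterations.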
yeast mec2-1: NCI yeast anticancer drug screen, S. cerevisiae mec2-1 strain. 9% of 79,000 active. % growth inhibition at 50 µM;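 note: 0% = growth of vehicle-only cultures of the same strain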
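Cells of the genetically defined mec2-1 yeast strain are incubated with test compound. Inhibition of growth is calculated against vehicle-treated controls.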
cln2 rad14: NCI yeast anticancer drug screen, S. cerevisiae cln2 rad14 strain | % growth inhibition at 50 µM | 8.3% of 78,000 active | AID 165;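 note: 0% = growth of vehicle-only cultures of the same strain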
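Yeast carrying cln2 and rad14 alterations (cell cycle control and DNA damage repair) were exposed to compounds. Growth inhibition was measured against vehicle-treated controls.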
sgs1 mgt1: NCI yeast anticancer drug screen, S. cerevisiae sgs1 mgt1 strain; % growth inhibition at 50 µM; 10% of 78,000 active;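 note: 0% = growth of vehicle-only cultures of the same strain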
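Test agents were incubated with a DNA-repair-mutant yeast strain. Growth was then read and compared against vehicle-treated controls.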
bub3: NCI yeast anticancer drug screen, S. cerevisiae bub3 mutant strain; growth inhibition, % at 50 µM; 9.9% of 78,000 active;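 note: 0% = growth of vehicle-only cultures of the same strain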
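Growth of a checkpoint-deficient yeast mutant is measured after compound exposure. Values represent inhibition relative to vehicle.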
Active calls of the source: *. Cut-off read from the data, not from the text of the source: active = growth inhibition above about 70%; inactive = the rest.

Results for CSC(SC)C(SC)SC ?
rad50: 2; yeast mlh1 rad18: -1; yeast mec2-1: -5; cln2 rad14: 17; sgs1 mgt1: 1; bub3: -2

How did CCCCCCCCCCCCCCCCCC(=O)N/N=C/C(=C\c1ccccc1)CCCCCC do in these assays?
rad50: 8; yeast mlh1 rad18: 22; yeast mec2-1: 3; cln2 rad14: -10; sgs1 mgt1: 6; bub3: -1

How did CCc1c(-c2ccc(Cl)cc2)nc(N)nc1-c1nc(N)nc(-c2ccc(Cl)cc2)c1CC do in these assays?
rad50: -6; yeast mlh1 rad18: -2; yeast mec2-1: -13; cln2 rad14: -21; sgs1 mgt1: -6; bub3: 1

How did N#CCCCCCCCC#N do in these assays?
rad50: 8; yeast mlh1 rad18: 1; yeast mec2-1: 1; cln2 rad14: 5; sgs1 mgt1: -1; bub3: 0

How did O=C1CCN(Cc2ccccc2)CCN1 do in these assays?
rad50: -21; yeast mlh1 rad18: -18; yeast mec2-1: -8; cln2 rad14: -48; sgs1 mgt1: -22; bub3: -18

Results for CCc1ccccc1NC(=O)C(=O)CC(=O)CS(=O)(=O)c1ccc(C)cc1 ?
rad50: 22; yeast mlh1 rad18: 29; yeast mec2-1: 0; cln2 rad14: 4; sgs1 mgt1: -4; bub3: -5

How did CC1(C)OC(CO)C(C2OC(C)(C)OC2CO)O1 (stereo not drawn) do in these assays?
rad50: 12; yeast mlh1 rad18: 6; yeast mec2-1: 10; cln2 rad14: 7; sgs1 mgt1: -12; bub3: 12

How did Cc1ccc2c(=O)cc(-c3cccc(Cl)c3)[nH]c2n1 do in these assays?
rad50: 13; yeast mlh1 rad18: -57; yeast mec2-1: -6; cln2 rad14: -33; sgs1 mgt1: -27; bub3: -35

Results for NC(CCC(=O)NC(CSSCCCCS(=O)O)C(=O)NCC(=O)O)C(=O)O (stereo not drawn) ?
rad50: -2; yeast mlh1 rad18: 1; yeast mec2-1: -8; cln2 rad14: -10; sgs1 mgt1: 11; bub3: 14

What do the screens show for `CC(=O)N1C(=O)NC(=O)C1(C)c1cccs1` (stereo not drawn)?
rad50: 23; yeast mlh1 rad18: 1; yeast mec2-1: -9; cln2 rad14: -75; sgs1 mgt1: 3; bub3: 2

How did CNC(=O)OCCCCCCCCCCOC(=O)NC do in these assays?
rad50: 3; yeast mlh1 rad18: 5; yeast mec2-1: 0; cln2 rad14: -24; sgs1 mgt1: 6; bub3: -18

What do the screens show for `COc1c(I)cc(I)c(O)c1I`?
rad50: 94*; yeast mlh1 rad18: 94*; yeast mec2-1: 94*; cln2 rad14: 88*; sgs1 mgt1: 91*; bub3: 70

Results for O=C(/C(Cl)=N/O)c1ccc(O)c(O)c1 ?
rad50: 30; yeast mlh1 rad18: 20; yeast mec2-1: 15; cln2 rad14: 25; sgs1 mgt1: 18; bub3: 47

Results for N#CC1(NC2CCCCC2)CCN(Cc2ccccc2)CC1 ?
rad50: -6; yeast mlh1 rad18: -2; yeast mec2-1: -12; cln2 rad14: 4; sgs1 mgt1: -6; bub3: -8

Results for O=[N+]([O-])c1ccc(/C=N\N=C\c2ccc([N+](=O)[O-])cc2)cc1 ?
rad50: -11; yeast mlh1 rad18: -26; yeast mec2-1: -10; cln2 rad14: -13; sgs1 mgt1: 0; bub3: -7

How did CC1=C(CO)C(=O)O[C@@H]([C@@H](C)[C@H]2CC[C@H]3[C@@H]4C[C@H]5O[C@]56[C@@H](O)C=CC(=O)[C@]6(C)[C@H]4CC[C@]23C)C1 do in these assays?
rad50: 86*; yeast mlh1 rad18: 85*; yeast mec2-1: 89*; cln2 rad14: 83*; sgs1 mgt1: 86*; bub3: 90*

Results for O=C(COc1ccc2c(=O)cc(-c3ccc(Cl)cc3)oc2c1)N1CCN(c2ccccc2)CC1 ?
rad50: 9; yeast mlh1 rad18: 11; yeast mec2-1: 7; cln2 rad14: 29; sgs1 mgt1: -9; bub3: 4

How did CN(C)CCCNc1cc(/C=C/c2ccc([N+](=O)[O-])cc2)nc2ccccc12 do in these assays?
rad50: 81*; yeast mlh1 rad18: 91*; yeast mec2-1: 68; cln2 rad14: 39; sgs1 mgt1: 86*; bub3: 61

What do the screens show for `COc1ccc(NC(=O)C(=O)NNC(=O)c2sc(NNC(C)=O)nc2C)c([N+](=O)[O-])c1`?
rad50: 27; yeast mlh1 rad18: 5; yeast mec2-1: -11; cln2 rad14: 8; sgs1 mgt1: 39; bub3: 21

What do the screens show for `c1ccc(N=C(Nc2ccccc2)Nc2ccccc2)cc1`?
rad50: 37; yeast mlh1 rad18: 31; yeast mec2-1: 12; cln2 rad14: -20; sgs1 mgt1: 18; bub3: 5

What do the screens show for `CN(C)c1ccc(N=Cc2ccc(O)cc2)cc1`?
rad50: 11; yeast mlh1 rad18: 7; yeast mec2-1: 1; cln2 rad14: 2; sgs1 mgt1: -5; bub3: 3

Results for COC(=O)c1c(C)cc(C)c(C(C)=O)c1O ?
rad50: -17; yeast mlh1 rad18: -16; yeast mec2-1: -15; cln2 rad14: -19; sgs1 mgt1: 0; bub3: 1

What do the screens show for `COc1ccc(-c2nnc(N)o2)cc1OC`?
rad50: -34; yeast mlh1 rad18: -25; yeast mec2-1: -10; cln2 rad14: 6; sgs1 mgt1: -16; bub3: -14

What do the screens show for `[N-]=[N+]=NCC1OC(n2cnc3c(N)ncnc32)C2OC12` (stereo not drawn)?
rad50: -7; yeast mlh1 rad18: 5; yeast mec2-1: 5; cln2 rad14: -32; sgs1 mgt1: -29; bub3: -62

How did CCC(C)C(=O)/C=C/c1ccccc1 (stereo not drawn) do in these assays?
rad50: 14; yeast mlh1 rad18: -12; yeast mec2-1: -6; cln2 rad14: -25; sgs1 mgt1: -3; bub3: 21

Results for CCOC(=O)COc1cc(-c2ccccc2F)nc2cc3c(cc12)OCO3 ?
rad50: 15; yeast mlh1 rad18: 18; yeast mec2-1: 15; cln2 rad14: 24; sgs1 mgt1: 47; bub3: 66

What do the screens show for `N#CC12C(=O)NC(=O)C1(C#N)C1C=CC2CC1` (stereo not drawn)?
rad50: -19; yeast mlh1 rad18: -3; yeast mec2-1: -1; cln2 rad14: 30; sgs1 mgt1: -30; bub3: 24

How did O=C(Cc1ccccc1S(=O)(=O)Nc1ccccc1)c1ccccc1 do in these assays?
rad50: 0; yeast mlh1 rad18: -13; yeast mec2-1: 10; cln2 rad14: 2; sgs1 mgt1: 3; bub3: 21

Results for N#CC(C(=O)CCC(=O)C(C#N)c1ccccc1Cl)c1ccccc1Cl (stereo not drawn) ?
rad50: -12; yeast mlh1 rad18: -3; yeast mec2-1: -9; cln2 rad14: -63; sgs1 mgt1: -19; bub3: 0

What do the screens show for `C=C1C(=O)O[C@H]2[C@H]1[C@@H](OC(=O)C=C(C)C)CC1=C[C@@H](C[C@@]3(C)O[C@@H]23)OC1=O`?
rad50: -7; yeast mlh1 rad18: 8; yeast mec2-1: -8; cln2 rad14: 10; sgs1 mgt1: 7; bub3: -3

Of the compounds above, these contain a carbonyl joined to an NH by a bond outside any ring:
How did CCCCCCCCCCCCCCCCCC(=O)N/N=C/C(=C\c1ccccc1)CCCCCC do in these assays?
rad50: 8; yeast mlh1 rad18: 22; yeast mec2-1: 3; cln2 rad14: -10; sgs1 mgt1: 6; bub3: -1

Results for CCc1ccccc1NC(=O)C(=O)CC(=O)CS(=O)(=O)c1ccc(C)cc1 ?
rad50: 22; yeast mlh1 rad18: 29; yeast mec2-1: 0; cln2 rad14: 4; sgs1 mgt1: -4; bub3: -5

Results for NC(CCC(=O)NC(CSSCCCCS(=O)O)C(=O)NCC(=O)O)C(=O)O (stereo not drawn) ?
rad50: -2; yeast mlh1 rad18: 1; yeast mec2-1: -8; cln2 rad14: -10; sgs1 mgt1: 11; bub3: 14

How did CNC(=O)OCCCCCCCCCCOC(=O)NC do in these assays?
rad50: 3; yeast mlh1 rad18: 5; yeast mec2-1: 0; cln2 rad14: -24; sgs1 mgt1: 6; bub3: -18

What do the screens show for `COc1ccc(NC(=O)C(=O)NNC(=O)c2sc(NNC(C)=O)nc2C)c([N+](=O)[O-])c1`?
rad50: 27; yeast mlh1 rad18: 5; yeast mec2-1: -11; cln2 rad14: 8; sgs1 mgt1: 39; bub3: 21

Next results:
How did Cc1c(N2CCCC2)cc2c(c1NC(=O)c1ccccc1Cl)C(C)(C)CC2(C)C do in these assays?
rad50: 83*; yeast mlh1 rad18: 80*; yeast mec2-1: 60; cln2 rad14: 79*; sgs1 mgt1: 73*; bub3: 91*

Results for NC(N)=N/N=C/c1c(Cl)nc2sccn12 ?
rad50: -11; yeast mlh1 rad18: -6; yeast mec2-1: -65; cln2 rad14: -30; sgs1 mgt1: -18; bub3: -9

Results for CC(C)CCCC(C)C1CCC2C3CC=C4CC(OC(=O)c5ccncc5)CCC4(C)C3CCC12C (stereo not drawn) ?
rad50: 3; yeast mlh1 rad18: -24; yeast mec2-1: -12; cln2 rad14: -28; sgs1 mgt1: -10; bub3: 0

What do the screens show for `Fc1ccc2c(c1)Cc1c(F)cccc1-2`?
rad50: 17; yeast mlh1 rad18: 7; yeast mec2-1: 9; cln2 rad14: 4; sgs1 mgt1: 17; bub3: 10

Results for Nc1cc2c3c(cccc3c1Br)C(=O)NC2=O ?
rad50: 85*; yeast mlh1 rad18: 16; yeast mec2-1: 15; cln2 rad14: 12; sgs1 mgt1: 36; bub3: 15

How did COc1ccc(OC)c(NC(C)=O)c1 do in these assays?
rad50: -30; yeast mlh1 rad18: -9; yeast mec2-1: -12; cln2 rad14: -3; sgs1 mgt1: -16; bub3: -24

How did Clc1ccc(/C=C/c2ccc3ccccc3n2)cc1 do in these assays?
rad50: -3; yeast mlh1 rad18: 12; yeast mec2-1: -12; cln2 rad14: -28; sgs1 mgt1: -13; bub3: -14

What do the screens show for `COc1ccc(NC(=O)C2=C(SC)C(C#N)C(=O)N=C2N)cc1` (stereo not drawn)?
rad50: -25; yeast mlh1 rad18: 1; yeast mec2-1: -12; cln2 rad14: 20; sgs1 mgt1: 0; bub3: -31

Results for Cc1ccccc1OCC1COC(c2ccc(Cl)cc2)O1 (stereo not drawn) ?
rad50: -22; yeast mlh1 rad18: -2; yeast mec2-1: -24; cln2 rad14: 14; sgs1 mgt1: -2; bub3: 19

Results for O=C1c2cc3c(cc2CC12Cc1ccc4c(c1C2=O)CCC4)CCCC3 (stereo not drawn) ?
rad50: -36; yeast mlh1 rad18: -13; yeast mec2-1: -29; cln2 rad14: 17; sgs1 mgt1: 8; bub3: 15

How did N#Cc1ccc(C2ON=C(c3ccccc3)N2C23CC4CC(CC(C4)C2)C3)cc1 (stereo not drawn) do in these assays?
rad50: 10; yeast mlh1 rad18: 14; yeast mec2-1: 1; cln2 rad14: 17; sgs1 mgt1: -27; bub3: -3

How did CN(C)/C=C/C(=O)c1ccccc1 do in these assays?
rad50: 62; yeast mlh1 rad18: 9; yeast mec2-1: 30; cln2 rad14: -16; sgs1 mgt1: 18; bub3: 6

How did Cc1cccc(N2CCN(C(=O)Nc3cccc(Cl)c3)CC2)c1 do in these assays?
rad50: 0; yeast mlh1 rad18: -9; yeast mec2-1: 4; cln2 rad14: -46; sgs1 mgt1: 2; bub3: -1

Results for Clc1ccc(Cl)c(SSc2cc(Cl)ccc2Cl)c1 ?
rad50: -10; yeast mlh1 rad18: -34; yeast mec2-1: -11; cln2 rad14: -17; sgs1 mgt1: -2; bub3: -4

Results for CCCCCCCC/C(=N\Nc1ccc([N+](=O)[O-])cc1)c1ccccc1 ?
rad50: 15; yeast mlh1 rad18: -12; yeast mec2-1: -4; cln2 rad14: 0; sgs1 mgt1: -10; bub3: 1

Results for CCC(=O)NC1C(O)OC(CO)C(O)C1O (stereo not drawn) ?
rad50: 1; yeast mlh1 rad18: -1; yeast mec2-1: 0; cln2 rad14: 2; sgs1 mgt1: -2; bub3: 3

How did CC(C)(C)c1ccc(Sc2ncnc3ccccc23)cc1 do in these assays?
rad50: 91*; yeast mlh1 rad18: 92*; yeast mec2-1: 89*; cln2 rad14: 71*; sgs1 mgt1: 90*; bub3: 93*

How did Cc1cccc(NS(=O)(=O)c2ccc(Cl)cc2)c1C do in these assays?
rad50: 98*; yeast mlh1 rad18: 99*; yeast mec2-1: 98*; cln2 rad14: 98*; sgs1 mgt1: 98*; bub3: 98*

Results for CC1=NOC(C)(O)/C1=N/O (stereo not drawn) ?
rad50: 7; yeast mlh1 rad18: -21; yeast mec2-1: 1; cln2 rad14: -3; sgs1 mgt1: 18; bub3: 10

Results for CC(C)(C)n1c(=O)n(C(=O)C(Cl)(Cl)Cl)n(C(=O)C(Cl)(Cl)Cl)c1=O ?
rad50: -14; yeast mlh1 rad18: -4; yeast mec2-1: -17; cln2 rad14: 19; sgs1 mgt1: -15; bub3: -10

What do the screens show for `CC(=O)c1ccc(C(C)(C)C)cc1`?
rad50: -2; yeast mlh1 rad18: 15; yeast mec2-1: -5; cln2 rad14: 12; sgs1 mgt1: -13; bub3: 2
